rCAG RNA binder: binders of r(CAG) RNA repeats, primary screen, biochemical, fluorescence. 370,000 tested, 1.3% active. inhibition, % at 3 µM. r(CAG) RNA repeat, TO-PRO-1 dye displacement fluorescence;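 active = inhibition above the plate cutoff, the mean of all test compounds on that plate plus 3 SD, cut at about 35% in these data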;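 note: 0% = DMSO alone and 100% = 100 µM mitoxantrone as full dye displacement; higher means more dye released from RNA so lower well fluorescence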
LEDGF integ inh: blockers of LEDGF/p75-dependent integrase strand transfer – biochemical, TR-FRET, high throughput, primary screen; TR-FRET IN-LEDGF/p75 DNA integration, Eu/Cy5; inhibition, % at 3.7 µM; 370,000 tested, 0.64% active; AID 743269, 2014;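 active = inhibition above the screen-wide mean plus 3 SD, cut at about 13% in these data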;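 note: signal is the Cy5 over europium emission ratio at 671 and 618 nm; 0% = plate median of compound wells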
Rev-erbA mod: modulators of Rev-erb alpha DNA binding, primary screen, biochemical, FITC-DNA, fluorescence polarization, uHTS; Nuclear receptor subfamily 1 group D member 1 (Homo sapiens), P20393; activity, % at 10 µM; 370,000 tested, 0.79% active; Rev-erbα–FITC-DNA binding, 90 min;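 active = activity above about 14%, limit read from the data; passing the limit was not always enough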;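 note: 0% = DMSO wells with 35 nM protein and 100% = DMSO wells with 750 nM protein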
PRMT1 FP inh: PRMT1 methyltransferase inhibitors, primary screen, biochemical, fluorescence polarization; Protein arginine N-methyltransferase 1 (Homo sapiens), Q99873; recombinant PRMT1, activity-based probe fluorescence polarization; inhibition, % at 2.79 µM; 370,000 tested, 1.3% active; AID 652257, 2013;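 active = inhibition above about 21% made by adding two undisclosed values, limit read from the data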
Target sequence (Q99873 whole entry, looked up): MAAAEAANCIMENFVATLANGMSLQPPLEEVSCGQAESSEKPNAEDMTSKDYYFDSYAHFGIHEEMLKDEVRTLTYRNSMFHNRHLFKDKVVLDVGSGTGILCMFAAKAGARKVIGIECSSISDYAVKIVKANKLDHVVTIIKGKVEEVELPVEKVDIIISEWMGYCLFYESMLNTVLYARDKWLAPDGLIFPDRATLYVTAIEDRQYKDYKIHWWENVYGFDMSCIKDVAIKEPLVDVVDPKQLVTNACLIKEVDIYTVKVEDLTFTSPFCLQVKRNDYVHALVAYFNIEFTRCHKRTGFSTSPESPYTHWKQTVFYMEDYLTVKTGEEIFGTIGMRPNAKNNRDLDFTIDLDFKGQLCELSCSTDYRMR
ABHD4 inh: ABHD4 inhibitors, primary screen, biochemical, fluorescence polarization, mouse; purified mABHD4, FP-Rh probe fluorescence polarization; inhibition, % at 8.92 µM; 370,000 tested, 0.54% active;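 active = inhibition exceeding the mean over every tested compound plus 3 SD, cut at about 30% in these data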;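 note: 0% = plate median of compound wells and 100% = S159A mutant with DMSO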
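Test system: mouse ABHD4 enzyme, wild type. Reagent: FP-Rh fluorescent activity-based probe, added after compound pre-incubation. Timing: pre-incubation 45 min, probe exposure 60 min, at 25 °C. Technique: FP readout, ex 525 nm / em 598 nm. Benchmarks: high control S159A mutant with DMSO, low control median of compound wells.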
HTRA1 inhibitor: HTRA1 serine protease inhibitors, primary screen, biochemical, fluorescence polarization, HTS | Q92743 | recombinant HTRA1, FP-rhodamine activity-based probe | inhibition, % at 5.96 µM | 340,000 tested, 0.5% active | AID 504803, 2011; in the data active = inhibition above about 36%;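 note: 0% = enzyme with DMSO and 100% = wells lacking enzyme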
Target sequence (Q92743 whole entry, looked up): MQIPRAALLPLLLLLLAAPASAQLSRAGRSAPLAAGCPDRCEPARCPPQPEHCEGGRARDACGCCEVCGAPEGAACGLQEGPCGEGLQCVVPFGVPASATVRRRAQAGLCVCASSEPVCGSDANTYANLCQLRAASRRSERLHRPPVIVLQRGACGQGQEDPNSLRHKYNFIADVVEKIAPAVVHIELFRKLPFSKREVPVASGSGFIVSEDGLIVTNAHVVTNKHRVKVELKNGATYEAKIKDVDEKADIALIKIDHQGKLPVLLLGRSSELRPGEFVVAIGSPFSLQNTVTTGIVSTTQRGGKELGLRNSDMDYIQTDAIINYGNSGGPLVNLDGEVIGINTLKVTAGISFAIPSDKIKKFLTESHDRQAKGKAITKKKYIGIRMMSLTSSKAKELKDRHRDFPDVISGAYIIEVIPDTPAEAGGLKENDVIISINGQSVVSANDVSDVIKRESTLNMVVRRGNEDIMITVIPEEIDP
PG9 binder: binders of HIV-1 gp120 antibody PG9, primary screen, biochemical, TR-FRET | HIV-1 gp120 / PG9 antibody interaction | TR-FRET gp120-PG9 antibody binding | inhibition, % at 6.7 µM | 360,000 tested, 0.43% active | AID 624416, 2012; in the data active = inhibition above about 8.5%
UHRF1 binding: UHRF1 methylated DNA binding inhibitors, primary screen, counter-screen for MBD2 inhibitor project, biochemical, TR-FRET, human UHRF1, single concentration; inhibition, % at 4.4 µM; UHRF1 binding to methylated oligo; E3 ubiquitin-protein ligase UHRF1 (Homo sapiens), Q96T88; AID 687016, 2013; 370,000 tested, 0.75% active; in the data active = inhibition above about 21%;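 note: UHRF1 SRA domain binding a hemimethylated CpG hairpin DNA probe; 0% = median of test compound wells and 100% = reference inhibitor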
MBD2 inh: inhibitors of MBD2 binding to methylated DNA, primary screen, biochemical, TR-FRET, DNA-binding domain, human; 370,000 tested, 0.31% active; MBD2 binding to methylated oligonucleotide; inhibition, % at 4.4 µM; Methyl-CpG-binding domain protein 2 (Homo sapiens), Q9UBB5; in the data active = inhibition above about 13%
TCR CD3 inh: inhibitors of human TCR-CD3 interaction, primary screen, biochemical, fluorescence, TAMRA-labeled TCR probe | 360,000 tested, 0.37% active | inhibition, % at 9.4 µM; in the data active = inhibition above about 19%;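 note: recombinant mutant TCR 2C K166C tagged with TAMRA read by polarization; 0% = receptor in buffer alone and 100% = receptor with positive control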
* hit, by the source's call; nt = not tested or not shown. The list is partial; count on the stated rates, not on these rows.

SMILES | rCAG RNA binder | LEDGF integ inh | Rev-erbA mod | PRMT1 FP inh | ABHD4 inh | HTRA1 inhibitor | PG9 binder | UHRF1 binding | MBD2 inh | TCR CD3 inh
CCOC(=O)C(NC(C)=O)C(=O)Nc1ccc(OC)cc1 (stereo unspecified) | 3 | 0 | -5 | -4 | -13 | 4 | 0.6 | -1 | -7 | -4
CCN(CC(=O)Nc1c(F)cccc1F)C(=O)c1cccc(S(=O)(=O)N2CCCCCC2)c1 | 0 | 5 | 3 | -3 | -2 | 6 | -0.4 | -1 | -2 | 12
Cc1cc(-c2ccccc2)nc(N/N=C/c2ccc([N+](=O)[O-])cc2)n1 | 10 | -2 | 1 | -2 | 0 | -2 | -2.6 | -3 | -2 | 5
CCOc1ccc(S(=O)(=O)N2CCCCC2)cc1NC(=O)CC1OC(=O)c2ccccc21 (stereo unspecified) | 9 | 2 | -2 | -2 | -4 | -8 | 0.9 | 0 | -5 | 4
CCOc1ccccc1N(C(=O)c1snc(C(N)=O)c1N)C(C(=O)NCc1ccccc1)c1ccc(O)cc1 (stereo unspecified) | 8 | -4 | 2 | 0 | -18 | -29 | -1.2 | -1 | -1 | 1
Cc1c(Cl)c([N+](=O)[O-])nn1CC(=O)NCc1ccco1 | 1 | -3 | 5 | -3 | 2 | 2 | 0.8 | 2 | -3 | -3
Cc1ccc(N(C(C)C(=O)NCc2ccncc2)S(C)(=O)=O)cc1C (stereo unspecified) | -3 | -2 | 1 | -1 | 0 | 2 | -0.4 | 1 | -4 | 2
CC(C)CNC(=O)COC(=O)Cc1ccc(Cl)cc1 | -5 | -11 | 4 | 3 | 2 | -2 | 0.3 | 2 | 2 | -5
Cc1nnc(SCc2cn3ccsc3n2)n(N)c1=O | 0 | 1 | 0 | -4 | -1 | 1 | -3.4 | 1 | -4 | 0
COc1cccc(C(C)(O)c2nc(-c3cccc(C#N)c3)cs2)c1 (stereo unspecified) | 1 | -2 | 6 | 3 | -10 | nt | 0.7 | 0 | -1 | -6
CCN(CC)C(=O)c1sc(NC(=O)c2cccnc2)c(C(=O)OC)c1C | 2 | 1 | -7 | 4 | -5 | 2 | -0.6 | 5 | 9 | 0
COCc1cc(=O)[nH]c(SCCS(=O)(=O)c2ccc(Cl)cc2Cl)n1 | -3 | -1 | 3 | 0 | -4 | -2 | 1.7 | 4 | 1 | 2
COc1cc2c(cc1NC(=O)COC(=O)CNS(=O)(=O)c1ccc(C)cc1)oc1ccccc12 | 7 | 3 | 9 | -6 | 6 | -11 | -2.6 | -2 | 2 | 2
Cc1n[nH]c(C)c1N1C(=O)c2cccc3c(N4CCCCCC4)ccc(c23)C1=O | -112 | 0 | 94* | 100* | 14 | 5 | -2.6 | -14 | -7 | 16
COc1ccc2c(c1)C(C)=CC(C)(C)N2S(=O)(=O)c1ccc(C)cc1 | -4 | -4 | -5 | -2 | -9 | -20 | 0.7 | 3 | 5 | -3

The final two entries of the section before come first, to join the parts:
SMILES | rCAG RNA binder | LEDGF integ inh | Rev-erbA mod | PRMT1 FP inh | ABHD4 inh | HTRA1 inhibitor | PG9 binder | UHRF1 binding | MBD2 inh | TCR CD3 inh
Cc1n[nH]c(C)c1N1C(=O)c2cccc3c(N4CCCCCC4)ccc(c23)C1=O | -112 | 0 | 94* | 100* | 14 | 5 | -2.6 | -14 | -7 | 16
COc1ccc2c(c1)C(C)=CC(C)(C)N2S(=O)(=O)c1ccc(C)cc1 | -4 | -4 | -5 | -2 | -9 | -20 | 0.7 | 3 | 5 | -3
O=C(Nc1ccc(F)cc1)C1CCCN(C2=NS(=O)(=O)c3ccccc32)C1 (stereo unspecified) | 2 | -4 | 5 | -1 | 8 | 8 | 1.2 | -1 | 2 | -9
COc1ccc(N2CCCC2)c(NC(=O)c2ccc(Br)o2)c1 | 6 | 2 | -2 | 7 | 14 | -5 | -1.9 | -7 | -13 | 12
O=C(NC1CCCCCC1)C1CCN(S(=O)(=O)c2cccc3cccnc23)CC1 | -2 | -2 | 1 | 2 | 1 | -1 | -0.3 | 1 | 1 | -5
CCOc1ccccc1NC(=O)CCS(=O)(=O)c1ccc(Br)cc1 | -7 | 1 | 0 | -1 | -2 | 0 | -2.8 | 3 | 3 | 1
O=C(N[C@H]1C/C=C\C[C@@H](CC(=O)N(CCO)Cc2ccccc2)C(=O)NC[C@H](c2ccccc2)OC1=O)OCC1c2ccccc2-c2ccccc21 | 12 | 2 | -9 | -2 | -24 | -17 | 1.1 | 6 | 4 | -10
COc1ccc(NC(=O)C2CCCN(S(=O)(=O)c3c(C)[nH]c(=O)[nH]c3=O)C2)cc1OC (stereo unspecified) | -3 | -6 | 0 | 1 | 5 | -1 | 0.0 | 1 | -3 | 5
Cc1ccc(C(=O)N/N=C/c2sc(=O)n(Cc3cccc(C(=O)O)c3)c2Cl)cc1 | 15 | 1 | -2 | 3 | -1 | 3 | -0.8 | 1 | -2 | -6
Cn1c(=O)c2c(nc(NCCNC(=O)c3ccco3)n2Cc2ccccc2)n(C)c1=O | 1 | -1 | 0 | -2 | -4 | 3 | 0.1 | 0 | 0 | 2
COc1ccc(OC)c(CCNC(=O)c2ccc(CS(=O)Cc3cccc(Cl)c3)o2)c1 (stereo unspecified) | -3 | 1 | -7 | -1 | 0 | -2 | 1.7 | 0 | 2 | 4
CCc1c(C)[nH]c(C(=O)OCc2ccccc2)c1C | -3 | 1 | 1 | -1 | -7 | -15 | -1.6 | -5 | 1 | 5
COc1ccc(-c2ccc(C#N)c(SCC(=O)NC3CC3)n2)cc1OC | -3 | -3 | -9 | 8 | 7 | 3 | 6.2 | 3 | 1 | -6
COc1cc2c(-c3ccccc3)c(C)oc2cc1/C=N/NC(N)=S | 8 | -2 | 2 | 0 | -2 | -10 | 0.9 | 1 | 2 | -6
COc1ccc(NC(=O)C2Cc3c(-c4ccccc4Oc4ccccc4)ccnc3O2)cc1OC (stereo unspecified) | 9 | -1 | -2 | 1 | -3 | nt | 1.2 | 0 | -2 | 5
O=S(=O)(Cc1cc(Oc2ccccc2)nc(-c2ccccc2)n1)c1ccccc1 | 0 | 4 | 12 | 1 | -12 | -33 | -1.0 | -2 | 6 | 2
Cc1ccc(NC(=O)CS(=O)CC(=O)Nc2cnc3ccccc3c2)cc1Cl (stereo unspecified) | 2 | 4 | 6 | -1 | 0 | 2 | 0.8 | -3 | 3 | 1
Cc1cc(C)c(OCCCCN(C)Cc2ccccc2)c(C)c1 | -8 | 12 | -4 | -1 | 13 | 0 | -2.5 | 3 | 3 | 0
CCCS(=O)(=O)NC(=O)C1(C)CCCN(C(=O)C(C)(C)Oc2ccc(Cl)cc2)C1 (stereo unspecified) | 15 | 7 | -8 | -1 | -9 | nt | -0.5 | -1 | -9 | 5
COc1ccc(NC(=O)CSc2nc3ccccc3n2-c2ccccc2)c([N+](=O)[O-])c1 | 5 | 0 | 4 | -5 | -1 | -5 | 1.6 | 0 | -4 | 2
CCn1c(CCNC(=O)c2cccs2)nnc1SCC(=O)Nc1cccc(Cl)c1 | 2 | -4 | -6 | 4 | -2 | -1 | 0.6 | 1 | -3 | 4
CC(C)N(C(=O)CSc1nnc(Cc2ccc3c(c2)OCO3)n1C)C(C)C | -5 | -3 | 0 | 2 | 2 | 4 | 1.9 | 0 | 3 | -2
CC(C)Cn1c(N)c(C(=O)CSc2nncs2)c(=O)n(C)c1=O | -1 | 2 | -6 | 1 | -5 | 2 | -2.3 | 1 | 3 | 0
CC(C)(C)C(=O)Nc1scc(-c2ccc(-c3ccccc3)cc2)c1C(=O)O | 34 | 3 | 6 | -1 | -44 | -8 | 0.9 | 3 | 6 | -5
CCCCOC(=O)C1C2C=C[C@]3(CN(CCCOC)C(=O)[C@H]13)O2 (stereo partly specified) | 1 | -3 | -3 | 0 | 9 | 0 | 0.1 | -1 | -4 | -4
CC1(C)C(=O)OC(c2cccn2-c2ccc([N+](=O)[O-])cc2)C2(CCCCC2)C1=O (stereo unspecified) | 6 | 2 | -2 | -1 | -8 | 1 | -2.2 | 3 | -4 | -5
O=C(Nc1c(C(=O)N2CCOCC2)oc2ccccc12)c1ccccc1Cl | -2 | -1 | -9 | -1 | 0 | 6 | -1.6 | 0 | 1 | 6
CN(C(=O)COC(=O)c1cnc(Cl)c(Cl)c1)C1CCS(=O)(=O)C1 (stereo unspecified) | -1 | -1 | -3 | -4 | -6 | 5 | 1.2 | 3 | 1 | -3

In the list so far, two have a cyano group.
SMILES | rCAG RNA binder | LEDGF integ inh | Rev-erbA mod | PRMT1 FP inh | ABHD4 inh | HTRA1 inhibitor | PG9 binder | UHRF1 binding | MBD2 inh | TCR CD3 inh
COc1cccc(C(C)(O)c2nc(-c3cccc(C#N)c3)cs2)c1 (stereo unspecified) | 1 | -2 | 6 | 3 | -10 | nt | 0.7 | 0 | -1 | -6
COc1ccc(-c2ccc(C#N)c(SCC(=O)NC3CC3)n2)cc1OC | -3 | -3 | -9 | 8 | 7 | 3 | 6.2 | 3 | 1 | -6
